Bioassay records: PubChem BioAssay, Sanford-Burnham Center for Chemical Genomics
HKDC1 inhibitor – HKDC1 hexokinase inhibitors, primary screen, biochemical, fluorescence, uHTS | recombinant HKDC1, G6PDH/diaphorase resazurin coupled fluorescence | actives 0.16% (n = 340,000) | AID 493160, 2011 | inhibition, % at 20 µM;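 active means inhibition above about 35% when tested at 20 µM, limit read from the data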;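 further: plate controls were DMSO wells with enzyme for no effect and DMSO wells lacking enzyme for full effect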
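test system = in-house recombinant HK5 (HKDC1) enzyme | amount = HKDC1 at 5 µg/mL | control set = DMSO-enzyme wells negative, buffer-substituted wells positive | compound = one dose of 20 µM, 1% DMSO | schedule = reaction time 90 min, room temperature, protected from light | technique = resorufin fluorescence at 613 nm | reagent = glucose with 1 mM ATP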
PfGluPho inh – PfG6PD enzyme inhibitors, primary screen, biochemical, fluorescence intensity, uHTS. glucose-6-phosphate dehydrogenase-6-phosphogluconolactonase (Plasmodium falciparum 3D7). PfGluPho enzyme, NADPH resazurin-diaphorase fluorescence. inhibition, % at 20 µM. actives 0.78% (n = 350,000). AID 504690, 2011;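 active means inhibition reaching at least a set limit at 20 µM in the primary screen, cut at about 59% in these data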;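 further: 0% = DMSO wells with substrate and 100% = DMSO wells lacking glucose-6-phosphate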
SENP7 inh – SENP7 protease inhibitors, primary screen, biochemical, luminescence, uHTS | recombinant SENP7, Z-RLRGG-aminoluciferin luminescence, 40 min | inhibition, % at 5 µM | actives 1.5% (n = 330,000) | AID 434973, 2010;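 active means inhibition above about 50% at the single test dose, limit read from the data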;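 further: plate controls were DMSO with enzyme for no effect and no enzyme buffer wells for full effect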
SENP8 block – human SENP8 protease inhibitors, primary screen, biochemical, fluorescence, Nedd8 protein substrate, uHTS; Sentrin-specific protease 8 (Homo sapiens), Q96LD8; recombinant SENP8; inhibition, % at 20 µM; actives 0.64% (n = 360,000); in the data active means inhibition mostly above about 40%, no sharp cut-off; inactive means mostly below about 27%
Target sequence (Q96LD8 whole entry, looked up): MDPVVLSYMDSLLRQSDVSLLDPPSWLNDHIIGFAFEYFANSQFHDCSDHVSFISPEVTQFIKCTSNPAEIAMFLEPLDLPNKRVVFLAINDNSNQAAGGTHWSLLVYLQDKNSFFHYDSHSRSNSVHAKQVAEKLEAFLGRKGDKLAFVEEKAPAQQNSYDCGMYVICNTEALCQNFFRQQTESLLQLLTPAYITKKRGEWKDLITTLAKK
MPTP inh – mitochondrial permeability transition pore inhibitors, primary screen, biochemical, isolated mouse mitochondria, absorbance; Ca2+ swelling absorbance, 30 min; inhibition, % at 10 µM; actives 1.4% (n = 360,000);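 active means inhibition of 50% or more, scaled per plate between neutral and stimulator controls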;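 further: 0% = DMSO wells given calcium and 100% = 1 mM EGTA wells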
SENP6 inh – SENP6 protease inhibitors, primary screen, biochemical, luminescence, uHTS; Sentrin-specific protease 6 (Homo sapiens), Q9GZR1; Recombinant SENP6 catalytic domain, aminoluciferin luminescence; inhibition, % at 10 µM; actives 1.8% (n = 330,000);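 active means inhibition above about 50% at the single tested dose, limit read from the data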;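 further: plate controls were DMSO wells with enzyme for no effect and DMSO wells lacking enzyme for full effect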
Target sequence (Q9GZR1 628-1112 limits assumed): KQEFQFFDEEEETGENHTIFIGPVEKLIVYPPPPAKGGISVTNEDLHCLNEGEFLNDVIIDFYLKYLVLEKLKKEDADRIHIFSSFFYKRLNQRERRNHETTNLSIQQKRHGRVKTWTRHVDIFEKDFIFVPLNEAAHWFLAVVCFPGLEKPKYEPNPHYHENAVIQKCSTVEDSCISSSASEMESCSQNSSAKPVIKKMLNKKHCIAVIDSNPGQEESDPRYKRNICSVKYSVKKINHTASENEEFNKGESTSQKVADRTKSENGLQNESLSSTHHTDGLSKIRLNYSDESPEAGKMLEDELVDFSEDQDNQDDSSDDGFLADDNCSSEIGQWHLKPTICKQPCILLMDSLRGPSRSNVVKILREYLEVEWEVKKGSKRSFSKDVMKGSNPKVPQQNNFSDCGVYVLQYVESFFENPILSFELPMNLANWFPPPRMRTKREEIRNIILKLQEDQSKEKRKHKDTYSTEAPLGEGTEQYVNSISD
GRIN3A LBD mod – binders of NR3A ligand-binding domain, primary screen, biophysical, differential scanning fluorimetry, uHTS. Glutamate receptor ionotropic, NMDA 3A (GRIN3A) ligand-binding domain. NR3A LBD differential scanning fluorimetry, Tm shift; 0% = protein alone, 100% = glycine-bound protein. Tm shift relative to glycine control, % at 25 µM. actives 2.5% (n = 340,000). AID 1259313, 2017;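 active means melting temperature shift of at least 10% of the positive control shift, at one fixed dose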
ATG4B inh – ATG4B protease inhibitors, primary screen, biochemical, fluorescence, uHTS | actives 0.51% (n = 340,000) | ATG4B cleavage of LC3-PLA2, NBD-HPC fluorescence, 1 h | inhibition, % at 8.33 µM | Cysteine protease ATG4B (Homo sapiens), Q9Y4P1 | AID 504462, 2011; in the data active means inhibition above about 40%
Numbers without * were called inactive; i = inactive; . = not tested or not shown.

Each structure is followed by: HKDC1 inhibitor	PfGluPho inh	SENP7 inh	SENP8 block	MPTP inh	SENP6 inh	GRIN3A LBD mod	ATG4B inh
> COc1ccc(C(C)(C)NC(=O)C2CCC(=O)N(C3CCCC3)C2)cc1OC (stereo unspecified)
→ 1	-1	-5	-5	-1.3	-3	2	3
> O=C(C1CCCN1S(=O)(=O)c1cccc2nsnc12)N1CCCCC1 (stereo unspecified)
→ -2	5	-4	13	1.4	-14	0	-6
> O=C(/C=C/c1cccc([N+](=O)[O-])c1)Nc1cc(C(=O)O)cc(C(=O)O)c1
→ -4	-18	-5	16	0.2	-4	1	-3
> O=C(Nc1ccncc1)c1ccc(N2CCCC2=O)cc1
→ -3	-3	-6	2	1.6	-10	-2	2
> Cc1ccn2c(=O)c(C(=O)NCCCN3CCCC3=O)c(O)nc2c1
→ 0	-5	-5	-297	1.0	-13	0	2
> COCCCNS(=O)(=O)c1ccc(Oc2ncc(C(F)(F)F)cc2Cl)cc1
→ 4	9	6	8	0.9	9	1	-18
> C=CCN(C(=O)CCC(=O)Nc1cc(C)on1)C(C(=O)NC1CCCC1)c1ccc(Cl)cc1 (stereo unspecified)
→ -1	38	-5	3	-0.9	-2	0	-10
> O=C(CCCCCN1C(=O)c2ccccc2C1=O)NCCc1nc2ccccc2[nH]1
→ -6	-10	-14	16	0.5	-2	0	-2
> C=CCOC(=O)C1=C[C@H](c2ccc(Br)cc2)[C@@H](CCCO)[C@H](OCC)O1
→ 1	9	-16	11	0.6	-10	6	-12
> CCc1ccc(N(CC(=O)NCc2ccco2)C(=O)CCC(=O)Nc2ccccn2)cc1
→ 0	-14	1	14	-0.2	-15	-1	0
> CCOC(=O)C1=C(C)NC2=C(C(=O)C(C(=O)OCC)C(c3ccc(OC)cc3)C2)C1c1ccccn1 (stereo unspecified)
→ 6	0	5	-498	-2.5	-13	3	-10
> CCOc1ccccc1N(C)C(=O)c1cn(C)c(=O)c2ccccc12
→ 2	-2	-6	2	0.7	3	0	-4
> Cc1ccc(NC(=O)COC(=O)CCC2CCCC2)c(Br)c1
→ -3	13	2	22	0.9	-10	2	-5
> COc1ccccc1C1(CC(=O)N2CCOCC2)CCOC(C(C)C)C1 (stereo unspecified)
→ 0	-20	-3	12	1.1	-15	1	0
> COc1ccc(NC(=O)NC2(C(=O)N3CCN4CCCC4C3)CCCCC2)cc1 (stereo unspecified)
→ 3	-7	-2	7	-0.6	-19	-1	8

Filtered by structure, the entries above containing sulfur (2)
Each structure is followed by: HKDC1 inhibitor	PfGluPho inh	SENP7 inh	SENP8 block	MPTP inh	SENP6 inh	GRIN3A LBD mod	ATG4B inh
> O=C(C1CCCN1S(=O)(=O)c1cccc2nsnc12)N1CCCCC1 (stereo unspecified)
→ -2	5	-4	13	1.4	-14	0	-6
> COCCCNS(=O)(=O)c1ccc(Oc2ncc(C(F)(F)F)cc2Cl)cc1
→ 4	9	6	8	0.9	9	1	-18

Further entries
Each structure is followed by: HKDC1 inhibitor	PfGluPho inh	SENP7 inh	SENP8 block	MPTP inh	SENP6 inh	GRIN3A LBD mod	ATG4B inh
> CC(OC(=O)CC1CCCCC1)C(=O)Nc1cccc(C#N)c1 (stereo unspecified)
→ -3	-15	-11	-2	0.4	-12	0	4
> C/C(CC(=O)NC1CCCC1)=N\NC(=O)C1CCCCC1
→ 6	2	.	-1	-0.6	.	1	-6
> N#C/C(=C/c1ccc(F)cc1)c1nc(CCN2C(=O)c3ccccc3C2=O)cs1
→ 8	-5	2	-73	1.9	4	-1	15
> O=C(NCCC1=CCCCC1)C(=O)c1c[nH]c2ccccc12
→ -14	16	0	12	1.6	-25	3	26
> O=[N+]([O-])c1cnc(Nc2ccc(Cl)cn2)c([N+](=O)[O-])c1
→ 5	17	11	33	-0.2	18	0	0
> COC(=O)c1sc2nc(-c3ccccc3)nc(N3CCN(C)CC3)c2c1C
→ 4	0	.	i	76*	.	3	-10
> O=C(CN1CCCC1)Nc1ccc(NC(=O)Nc2ccccc2)cc1
→ 3	-4	-7	35	-0.7	0	-2	1
> Cc1ccc(NC(=O)CS(=O)CC(=O)N(CC(=O)NC2CCCC2)c2cc(C)ccc2C)cc1 (stereo unspecified)
→ 3	-8	-10	12	0.3	-14	-7	-3
> O=C(CCC1CCCCC1)NCc1cccs1
→ 0	-15	5	17	3.3	-20	2	3
> CCCC(O)(c1ccc(CC)cc1)C(CN1CCOCC1)c1ccccc1 (stereo unspecified)
→ 3	16	-3	10	-1.6	-28	-3	-5
> Cc1ccc(S(=O)(=O)NCC(=O)NCC(=O)N2CCC(C)CC2)cc1
→ -1	-9	3	7	-0.2	4	0	-6
> O=C(CN1C(=O)COc2ccc(S(=O)(=O)N3CCCCC3)cc21)NCc1ccc(Cl)cc1
→ 3	-7	-11	19	2.0	4	0	-9
> CCOC(=O)C1=C(COC(=O)c2sccc2C)NC(=O)NC1C (stereo unspecified)
→ -7	-15	3	13	-0.8	-11	0	-1
> CCOc1ccc(Nc2cc(C)nc3nc(C)nn23)cc1
→ 4	-13	2	12	-0.2	9	1	3
> CC(=O)OCC1=C(C(=O)O)N2C(=O)C(NC(=O)c3ccc(F)cc3)C2SC1 (stereo unspecified)
→ -5	4	2	12	-4.2	9	0	1

Some of the entries above, set out differently:
smiles: O=[N+]([O-])c1cnc(Nc2ccc(Cl)cn2)c([N+](=O)[O-])c1
  HKDC1 inhibitor = 5	PfGluPho inh = 17	SENP7 inh = 11	SENP8 block = 33	MPTP inh = -0.2	SENP6 inh = 18	GRIN3A LBD mod = 0	ATG4B inh = 0

smiles: COC(=O)c1sc2nc(-c3ccccc3)nc(N3CCN(C)CC3)c2c1C
  HKDC1 inhibitor = 4	PfGluPho inh = 0	SENP7 inh = .	SENP8 block = i	MPTP inh = 76*	SENP6 inh = .	GRIN3A LBD mod = 3	ATG4B inh = -10

smiles: O=C(CN1CCCC1)Nc1ccc(NC(=O)Nc2ccccc2)cc1
  HKDC1 inhibitor = 3	PfGluPho inh = -4	SENP7 inh = -7	SENP8 block = 35	MPTP inh = -0.7	SENP6 inh = 0	GRIN3A LBD mod = -2	ATG4B inh = 1

Next section.
Each structure is followed by: HKDC1 inhibitor	PfGluPho inh	SENP7 inh	SENP8 block	MPTP inh	SENP6 inh	GRIN3A LBD mod	ATG4B inh
> CN(Cc1cn(C)nc1-c1cccc(Cl)c1)Cc1nccn1C
→ -4	0	6	15	1.3	-6	-1	-10
> O=S(=O)(NCC1CN(S(=O)(=O)c2c(F)cccc2F)C1)c1ccc2c(c1)OCCO2
→ -8	3	-1	19	7.3	-12	10	-1
> O=C(NCc1ccco1)C1CC(c2ccccc2O)=NO1 (stereo unspecified)
→ -7	1	2	-2	-0.1	-20	1	-7
> CN(Cc1ccccc1)S(=O)(=O)c1ccc(Cl)c(C(=O)N2CCC(C(N)=O)CC2)c1
→ -2	-30	-3	5	0.3	18	-2	6
> O=C1OC(c2cccs2)=N/C1=C\c1ccc(-c2cccc(Cl)c2)o1
→ 18	-9	-1	-98	-1.2	1	0	71*
> O=c1cc(N2CCc3ccccc32)[nH]c(=O)n1-c1ccc(Cl)cc1
→ -15	-6	2	-15	0.0	2	-2	-10
> CCCNS(=O)(=O)c1ccc(OCC(=O)OC)cc1
→ -8	7	31	14	-0.3	0	0	-3
> COc1cc2cc(CN(Cc3ccc4c(c3)OCO4)C(=O)c3ccco3)c(=O)[nH]c2cc1OC
→ 14	13	11	-332	-1.2	-4	0	-2
> COc1ccccc1CN1CC(C(=O)N2CCCCO2)CCC1=O (stereo unspecified)
→ -5	17	1	12	-0.4	-2	-3	5
> Cc1ccc(-c2nnc(SCC(=O)NCC3CCCO3)n2C)cc1 (stereo unspecified)
→ -11	-7	6	27	-0.3	-6	-2	-12
> O=[N+]([O-])c1ccccc1SN(Cc1ccccc1)c1ccccn1
→ -7	-2	6	8	1.9	-1	2	3
> Cn1c(NCCCN2CCOCC2)nc2c1c(=O)n(Cc1ccc(Cl)c(Cl)c1)c(=O)n2C
→ -4	11	12	31	8.8	16	2	-4
> OCC1OC(n2cnc3c(SCc4ccccc4)ncnc32)C(O)C1O (stereo unspecified)
→ -4	-6	.	10	-0.9	.	-1	-4
> O=C(CN1CCC(O)CC1)N1c2ccccc2C=Cc2ccccc21
→ -2	-6	-1	13	-3.1	11	0	6
> CCOc1ccc(-n2nnnc2SCC(=O)c2ccccc2)cc1
→ -9	-9	-5	23	-1.2	-12	-2	41*
> COc1cc(CN2CCCN(C)CC2)cc([N+](=O)[O-])c1O
→ -5	9	13	11	-0.3	-1	2	-4
> O=S(=O)(NC(=NC1CCCCC1)c1ccccc1F)c1ccccc1
→ -5	3	8	10	1.1	-2	-2	0
> COc1ccc(Nc2nc(S(=O)(=O)c3ccc(C)cc3)c(Cl)s2)cc1
→ 17	17	-13	3	59*	6	7	-11
> COc1ccc(C(C)NC(=O)C23CC4CC(CC(C4)C2)C3)cc1OC (stereo unspecified)
→ -3	-8	1	12	-0.2	17	1	1
> Cc1cccc(OCCCCCN2CCOCC2)c1
→ -6	-4	-4	10	-0.4	2	-2	-3
> C=CCNC(=O)C(C)N1c2cccc3cccc(c23)S1(=O)=O (stereo unspecified)
→ 6	-2	-6	-415	0.0	20	-4	0
> COc1ccccc1-c1nc(-c2ccc(C)nc2OC)no1
→ -2	3	26	-5	0.4	17	-2	-4
> Cc1ccc(SCC(=O)Nc2ccc(N3CCN(c4ccccc4)CC3)c(F)c2)cc1
→ -4	5	9	9	2.8	-16	-4	-2
> Nn1c(SCCOc2ccc(Cl)cc2)nnc1-c1cccnc1
→ -1	15	2	9	2.0	-18	1	-15

ATG4B inh: entries above that show a hit.
Molecule	HKDC1 inhibitor	PfGluPho inh	SENP7 inh	MPTP inh	SENP6 inh	GRIN3A LBD mod	ATG4B inh
O=C1OC(c2cccs2)=N/C1=C\c1ccc(-c2cccc(Cl)c2)o1	18	-9	-1	-1.2	1	0	71*
CCOc1ccc(-n2nnnc2SCC(=O)c2ccccc2)cc1	-9	-9	-5	-1.2	-12	-2	41*
